IL1B NFkB inh = blocks IL-1B driven NFkB nuclear translocation in HUVEC cells | HUVEC IL-1B NFkB p65 nuclear translocation imaging | inhibition, % at 2 µM | actives 0.43% (n = 94,000) | AID 796;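 active = inhibition above about 30% together with a positive call from visual inspection of the well image, limit read from the data; inconclusive = inhibition above a set limit but visual check negative; inactive = inhibition not above a set limit, visual check negative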;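 also: nuclear over cytoplasmic p65 intensity ratio measured by imaging; 0% = IL-1B stimulated DMSO wells and 100% = unstimulated DMSO wells; values of inactives mirror those of a sister screen read the other way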
PLAP inhibition = inhibition of human placental alkaline phosphatase – biochemical, luminescence, HTS (AID 690); inhibition, % at 20 µM; hits with a dose series show IC50 in µM; purified PLAP, luminescent substrate; higher % means a stronger effect; actives 0.08% (n = 96,000); in the data active = a potency from the dose series; inactive = the rest, 99 in 100 with inhibition below about 30%; also: strong numbers were not always called active
IL1B NFkB pot = enhances IL-1B driven NFkB nuclear translocation; AID 819; activation, % at 2 µM; HUVEC IL-1B NFkB p65 nuclear translocation imaging; actives 0.3% (n = 94,000);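 active = activation above 40%, about the mean plus 3 SD, also judged a hit on visual image review; inconclusive = activation above 40% but not a hit on visual review; inactive = activation not above 40% and no visual hit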;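 also: percent activation is computed from the nuclear over cytoplasmic p65 intensity ratio; values of inactives mirror those of a sister screen read the other way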
Bcl-B displacement = displacers of TR3 peptide from Bcl-B, primary screen, selectivity assay for Bfl-1 inhibitor project, biochemical, fluorescence polarization. FP displacement of FITC-TR3 peptide from Bcl-B; higher % means a stronger effect. displacement, % at 20 µM, or IC50 in µM where a hit was titrated. actives 0.11% (n = 96,000);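 active = displacement above 50% at 20 µM plus a fluorescence interference ratio under 1.5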;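 also: plate controls were wells without compound for no effect and wells lacking Bcl-B protein for full effect; a part of the inactive calls stands beside numbers as strong as those of hits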
MRP resist rev = reverses drug resistance mediated by MRP. H69AR cells + 2 uM doxorubicin, CellTiter-Glo, 72 h. differential viability (reversal), % at 10 µM. actives 0.04% (n = 85,000). AID 602;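 active = viability drop by adding the cancer drug above about 55%, with treated viability meeting a 40% cutoff, limit read from the data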;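 also: viability without doxorubicin minus viability with 2 µM doxorubicin for each compound; larger differential means the compound sensitizes cells more to doxorubicin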
MRP resist rev cytotoxicity = also measured in MRP resist rev; calls as there; viability, %; H69AR cells, CellTiter-Glo, 72 h; measured here: cytotoxicity without doxorubicin
MRP resist rev with doxorubicin = also measured in MRP resist rev; calls as there; viability, %; measured here: viability with 2 uM doxorubicin; stronger effect = lower value
IL1B NFkB inh cell count 2 µM = also measured in IL1B NFkB inh; calls as there; cell count; measured here: cells passing quality filter;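 raw number of nuclei counted in each imaged well without normalization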
IL1B NFkB pot cell count 2 µM = second read-out of IL1B NFkB pot, no call of its own (marks repeat the call); cell count; measured here: cells passing quality filter
* hit, by the source's call; ? = inconclusive; . = not tested or not shown. The list is partial, so the mix of outcomes need not match the whole.

1	CCn1c(-c2ccoc2C)n[nH]c1=S
2	CC(=O)c1cc2c(cc1NC(=O)CCc1ccccc1)OCO2
3	CC1(C)CC(=O)C(C=NCCc2ccc(S(N)(=O)=O)cc2)=C(O)C1
4	CC1S/C(=C(\C#N)C(N)=O)N(c2ccc(F)cc2)C1=O (configuration not stated)
5	Cc1ccc(SC(=O)COc2ccc(C)c(C)c2)cc1
6	COc1ccc(N2C(=O)[C@@H]3[C@H](C2=O)[C@H]2c4ccccc4C=CN2[C@@H]3C(=O)Nc2ccccc2)cc1
7	CC1CC(C)CN(CC(C)(C)NS(=O)(=O)c2ccccc2)C1 (configuration not stated)
8	N#CC(=C1CCCC1)c1nc(-c2ccccc2)cs1
9	CCOC(=O)c1ccc(NC(=S)NC2CC(C)(C)NC(C)(C)C2)cc1
10	CCc1cccc(C)c1N(C(=O)Cn1c(=O)[nH]c2ccccc21)C(C)COC (configuration not stated)
assay / compound	1	2	3	4	5	6	7	8	9	10
MRP resist rev	3	9	9	-11	-24	29	-3	12	.	21
IL1B NFkB pot cell count 2 µM	116	141	153	161	180	152	160	159	161	.
PLAP inhibition	10%	13%	-4%	12%	-3%	-43%	34%	-12%	3%	-74%
IL1B NFkB inh cell count 2 µM	116	141	153	161	180	152	160	159	161	.
IL1B NFkB inh	7	-23	7	4	1	-13	-15	10	4	.
Bcl-B displacement	1%	4%	-6%	2%	1%	-318%	-5%	-17%	-2%	-4%
MRP resist rev cytotoxicity	89	85	94	85	16	109	100	87	.	101
IL1B NFkB pot	-7	23	-7	-4	-1	13	15	-10	-4	.
MRP resist rev with doxorubicin	86	76	85	95	40	80	103	75	.	80

11	O=C(CN1CCN(CCOCCO)CC1)N1c2ccccc2Sc2ccc(Cl)cc21
12	O=C(O/N=C1\CCCCC1c1ccc([N+](=O)[O-])cc1[N+](=O)[O-])c1c(F)cccc1F (configuration not stated)
13	O=C(NCc1ccco1)c1csc2c1CCCCC2
14	Cc1ccc(C(=O)/C=C/c2ccc(Br)cc2)o1
15	Cc1ccccc1NC(=S)NC(NC(=O)c1ccccc1C)C(Cl)(Cl)Cl (configuration not stated)
16	CC(C)C12CCC(C(=O)O)C(C1)C(=O)O2 (configuration not stated)
17	Cc1cc(-c2csc(NC(=O)c3ccc(=O)n(C)n3)n2)c(C)n1CC1CCCO1 (configuration not stated)
18	Nc1ccc(Cl)c(-c2nc3ncccc3o2)c1
19	O=C(CSc1nnc(-c2ccco2)n1-c1ccccc1)N1CCN(C(=O)c2ccco2)CC1
20	CCc1c(C)nc(N)n2c(SCC(=O)N3CCCC(C)C3)nnc12 (configuration not stated)
assay / compound	11	12	13	14	15	16	17	18	19	20
MRP resist rev	-3	.	8	.	.	-9	6	.	10	-1
IL1B NFkB pot cell count 2 µM	112	133	.	141	128	204	68	95	128	63
PLAP inhibition	-29%	4%	-6%	19%	-10%	4%	-38%	3%	-7%	-15%
IL1B NFkB inh cell count 2 µM	112	133	.	141	.	204	68	95	128	63
IL1B NFkB inh	1	13	.	-16	?	-10	-13	7	8	2
Bcl-B displacement	-5%	7%	-8%	-7%	-1%	0%	-2%	-9%	-7%	5%
MRP resist rev cytotoxicity	75	.	95	.	.	90	68	.	84	99
IL1B NFkB pot	-1	-13	.	16	-67	10	13	-7	-7	-2
MRP resist rev with doxorubicin	77	.	86	.	.	99	62	.	74	100

An excerpt from further up:
1	CCn1c(-c2ccoc2C)n[nH]c1=S
2	CC(=O)c1cc2c(cc1NC(=O)CCc1ccccc1)OCO2
3	CC1(C)CC(=O)C(C=NCCc2ccc(S(N)(=O)=O)cc2)=C(O)C1
4	CC1S/C(=C(\C#N)C(N)=O)N(c2ccc(F)cc2)C1=O (configuration not stated)
5	Cc1ccc(SC(=O)COc2ccc(C)c(C)c2)cc1
6	COc1ccc(N2C(=O)[C@@H]3[C@H](C2=O)[C@H]2c4ccccc4C=CN2[C@@H]3C(=O)Nc2ccccc2)cc1
7	CC1CC(C)CN(CC(C)(C)NS(=O)(=O)c2ccccc2)C1 (configuration not stated)
8	N#CC(=C1CCCC1)c1nc(-c2ccccc2)cs1
9	CCOC(=O)c1ccc(NC(=S)NC2CC(C)(C)NC(C)(C)C2)cc1
10	CCc1cccc(C)c1N(C(=O)Cn1c(=O)[nH]c2ccccc21)C(C)COC (configuration not stated)
11	O=C(CN1CCN(CCOCCO)CC1)N1c2ccccc2Sc2ccc(Cl)cc21
12	O=C(O/N=C1\CCCCC1c1ccc([N+](=O)[O-])cc1[N+](=O)[O-])c1c(F)cccc1F (configuration not stated)
assay / compound	1	2	3	4	5	6	7	8	9	10	11	12
MRP resist rev	3	9	9	-11	-24	29	-3	12	.	21	-3	.
IL1B NFkB pot cell count 2 µM	116	141	153	161	180	152	160	159	161	.	112	133
PLAP inhibition	10%	13%	-4%	12%	-3%	-43%	34%	-12%	3%	-74%	-29%	4%
IL1B NFkB inh cell count 2 µM	116	141	153	161	180	152	160	159	161	.	112	133
IL1B NFkB inh	7	-23	7	4	1	-13	-15	10	4	.	1	13
Bcl-B displacement	1%	4%	-6%	2%	1%	-318%	-5%	-17%	-2%	-4%	-5%	7%
MRP resist rev cytotoxicity	89	85	94	85	16	109	100	87	.	101	75	.
IL1B NFkB pot	-7	23	-7	-4	-1	13	15	-10	-4	.	-1	-13
MRP resist rev with doxorubicin	86	76	85	95	40	80	103	75	.	80	77	.

13	O=C(NCc1ccco1)c1csc2c1CCCCC2
assay / compound	13
MRP resist rev	8
IL1B NFkB pot cell count 2 µM	.
PLAP inhibition	-6%
IL1B NFkB inh cell count 2 µM	.
IL1B NFkB inh	.
Bcl-B displacement	-8%
MRP resist rev cytotoxicity	95
IL1B NFkB pot	.
MRP resist rev with doxorubicin	86

Going on with the list:
21	CCOC(=O)Cn1c(=O)c(-c2ccccc2NCc2ccccc2)nc2ccccc21
22	COC(=O)c1[nH]c(C)c(/C(O)=C2\C(=O)C(=O)N(CCN(C)C)C2c2cccs2)c1C (configuration not stated)
23	Cc1cc(Br)ccc1NCc1ccccn1
24	CCOc1ccc(NC(=O)CN2CCN(CC(=O)c3ccc(OCC)cc3)CC2)cc1
25	Cc1cc(C)n(-c2nc(-c3ccc(Cl)c(Cl)c3)cs2)n1
26	CCCCn1c(SCC(=O)NCc2ccco2)nc2ccc(N3CCOCC3)cc2c1=O
27	Cc1ccc(CNC(=O)C2CCN(S(=O)(=O)c3c(C)noc3/C=C/c3ccco3)CC2)cc1
28	COc1cccc(C2C(C#N)=C(N)Oc3cc(C)n(Cc4ccco4)c(=O)c32)c1 (configuration not stated)
29	CCCc1cc(=O)[nH]c(SCC(=O)N(C)CC(=O)Nc2ccc(C)cc2)n1
30	Cc1oc(-c2ccccc2F)nc1CS(=O)(=O)CC(=O)NC1CCCC1
31	Brc1ccc(-c2noc(CCc3ccccc3)n2)o1
assay / compound	21	22	23	24	25	26	27	28	29	30	31
MRP resist rev	1	.	.	1	.	-13	0	7	4	10	4
IL1B NFkB pot cell count 2 µM	172	142	111	122	150	.	106	169	200	.	216
PLAP inhibition	.	1%	14%	-72%	2%	-36%	-36%	-4%	-7%	8%	8%
IL1B NFkB inh cell count 2 µM	172	142	111	122	150	.	106	169	200	.	216
IL1B NFkB inh	-14	1	-6	-22	8	.	-1	-24	4	.	-8
Bcl-B displacement	.	0%	7%	-1%	-4%	22%	-14%	-4%	6%	0%	-4%
MRP resist rev cytotoxicity	28	.	.	86	.	49	43	78	102	106	104
IL1B NFkB pot	13	-1	6	22	-8	.	1	24	-4	.	8
MRP resist rev with doxorubicin	26	.	.	86	.	62	43	71	98	95	100

Compound activity (PubChem)
